CXCR6 inh: inhibitors of human CXCR6 receptor; O00574; CHO-K1 PathHunter CXCR6 beta-arrestin, luminescence; inhibition, % at 20 µM; 360,000 compounds, 0.36% hits; in the data active means inhibition above about 34%, passing the limit was not always enough;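 further: antagonist mode with CXCL16 agonist at 10 nM final; 0% = 10 nM CXCL16 with DMSO and 100% = unstimulated wells without agonist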
Target sequence (O00574 whole entry, looked up): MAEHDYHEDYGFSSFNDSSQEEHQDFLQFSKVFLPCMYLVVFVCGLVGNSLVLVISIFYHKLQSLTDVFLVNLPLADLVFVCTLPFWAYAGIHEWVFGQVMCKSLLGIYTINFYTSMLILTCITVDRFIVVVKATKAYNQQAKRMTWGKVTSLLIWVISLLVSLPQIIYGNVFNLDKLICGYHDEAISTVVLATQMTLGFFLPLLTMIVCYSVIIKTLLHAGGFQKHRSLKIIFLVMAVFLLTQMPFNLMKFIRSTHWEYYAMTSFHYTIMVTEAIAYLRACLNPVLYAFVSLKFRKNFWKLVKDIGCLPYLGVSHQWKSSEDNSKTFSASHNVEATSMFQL
EBI2 block: EBI2 (human) antagonism; AID 651636; EBI2 beta-arrestin recruitment, luminescence, 7a,25-OHC stimulated; P32249; 360,000 compounds, 0.81% hits; inhibition, % at 5 µM; in the data active means inhibition above about 38%;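 further: enzyme fragment complementation signal reports receptor beta-arrestin coupling in cells; 0% = agonist plus DMSO wells and 100% = wells without agonist; some results beyond the cut were filed as inactive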
Target sequence (P32249 whole entry, looked up, the tested form may be a part): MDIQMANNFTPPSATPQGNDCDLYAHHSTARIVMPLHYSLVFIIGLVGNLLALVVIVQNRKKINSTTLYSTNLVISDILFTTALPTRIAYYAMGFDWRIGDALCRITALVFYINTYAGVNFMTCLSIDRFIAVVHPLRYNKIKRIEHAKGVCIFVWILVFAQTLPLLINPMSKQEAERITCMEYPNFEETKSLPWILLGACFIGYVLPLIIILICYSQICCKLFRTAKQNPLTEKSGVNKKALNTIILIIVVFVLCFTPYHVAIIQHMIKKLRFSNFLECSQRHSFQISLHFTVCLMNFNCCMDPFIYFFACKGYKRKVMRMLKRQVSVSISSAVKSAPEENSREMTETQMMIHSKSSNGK
An asterisk follows results filed as active. A portion of the library; count on the stated rates, not on these rows.

SMILES	CXCR6 inh	EBI2 block
CCNC(=O)C1(C)CCN(C(=O)c2ccc(C(F)(F)F)cc2)C1 (stereo not given)	-8	-5
CCc1nnc(NC(=O)c2ccco2)s1	-8	2
CCN(CC)C(=O)c1cccc(-c2csc(C(O)c3ccccc3)n2)c1 (stereo not given)	1	-8
CCCCN(C)C(=O)c1sc(=O)n(Cc2c(C)noc2C)c1C	-4	-11
CCCn1cnnc1CNC(=O)[C@H]1O[C@@H](n2ccc(=O)[nH]c2=O)[C@H](O)[C@@H]1O	2	0
COc1ccc(C(NC(=O)C2CCN(CCOc3ccc(Cl)cc3Cl)CC2)c2cccs2)cc1 (stereo not given)	-6	3
Cc1ccc(C)c(N2C(=O)c3ccc(C(=O)Nc4ccccn4)cc3C2=O)c1	0	0
O=[N+]([O-])c1ccc(CN2CC(N3CC=CC3)CS2(=O)=O)cc1 (stereo not given)	-7	-3
O=C(Nc1ccc2c(c1)OCO2)c1ccc2sc([C@@H]3O[C@H](CO)[C@H](O)[C@H](O)[C@H]3O)nc2c1	12	4
CC1C(=O)CC2C3(C)CCC2(C(C)C(=O)O)C(=O)C13 (stereo not given)	-1	-1
O=C(NCc1cccc(C(F)(F)F)c1)c1csc([C@@H]2C[C@H](O)[C@@H](CO)O2)n1	3	-1
C[C@@H]1CN([C@@H](C)CO)C(=O)CCCn2nncc2CO[C@@H]1CN(C)S(=O)(=O)c1cccc(C#N)c1	0	-12
CC1(Cc2ccc(Cl)s2)C(=O)Nc2c(Cl)ccc(Cl)c21 (stereo not given)	6	8
CCCCCCNc1ccc(C(=O)OCC)cc1	-2	-2
COc1cccc(CN2CCC2(C)C(=O)Nc2cccc(NS(C)(=O)=O)c2)c1OC (stereo not given)	3	3
COc1cccc(NC(=O)N(C)C[C@@H]2OCc3cnnn3CCCC(=O)N([C@@H](C)CO)C[C@H]2C)c1	3	-9
Nc1[nH]c(C(=O)c2ccc(Br)cc2)c(-c2ccc(Br)cc2)c1C(=O)NCCc1c[nH]c2ccccc12	9	6
CCCc1c(C(=O)N/N=C/C2CC=CCC2)nnn1-c1nonc1N (stereo not given)	-3	-2
CN1CCN(c2ccc(CNC(=O)C3(C)Cc4c(-c5ccc6c(c5)OCO6)ccnc4O3)cc2)CC1 (stereo not given)	2	5
COc1cccc(CNc2nc(NCc3ccccc3)nc3ccsc23)c1	1	-25
CC1(C(=O)NS(=O)(=O)c2cccc(Cl)c2)CCN1C(=O)c1cccc2ccccc12 (stereo not given)	-4	0
C[C@H]1CN([C@@H](C)CO)C(=O)CCCn2nncc2CO[C@H]1CN(C)S(=O)(=O)c1ccc(-n2cccn2)cc1	-7	-3
COc1ccc(CN2C(=O)COc3ccccc3C2c2nc3ccccc3[nH]2)cc1 (stereo not given)	1	-2
CNC(=S)N1CCC(C(=O)c2ccc(Cl)cc2)CC1	-2	6
CC(C)C[C@H]1COc2cccc(N3CCC[C@H]3CO)c2S(=O)(=O)N1	0	-8
More entries follow:
SMILES	CXCR6 inh	EBI2 block
CC1(Oc2ccc3ccccc3c2)CCN(Cc2cccn2-c2nccs2)C1 (stereo not given)	-1	11
CCCCNC(=O)C1(C)CCC(=O)N1C1CCN(Cc2ccccc2)CC1 (stereo not given)	-6	-7
CCc1nc2c(OCc3ccc(C(=O)N(C)C)cc3)cccn2c1N(C)C(=O)Nc1ccccc1OC	-2	2
COc1ccc(NC(=O)N(C)C[C@H]2OCCCC[C@H](C)Oc3ccc(NS(=O)(=O)c4cn(C)cn4)cc3C(=O)N([C@H](C)CO)C[C@@H]2C)cc1	17	-7
O=C(Cc1cccc2ccccc12)NN=Cc1ccc2c(c1)CCC2	4	4
OC(c1ccc(Cl)cc1)c1ncc(-c2ccc(Cl)cc2)[nH]1 (stereo not given)	-17	-3
C[C@H](CO)N1C[C@H](C)[C@H](CN(C)S(=O)(=O)c2ccc3ccccc3c2)OCc2cnnn2CCCC1=O	-3	1
Cc1noc(C)c1NC(=O)N(C)C[C@H]1OCCCC[C@@H](C)Oc2ccc(NS(=O)(=O)c3ccccc3)cc2C(=O)N([C@H](C)CO)C[C@@H]1C	-6	-4
O=C1CC(c2ccccc2)CC2=C1C1(CCCC1)N=C(Nc1nc3ccccc3o1)N2 (stereo not given)	10	21
O=S(=O)(NCCS(=O)(=O)N1CCN(c2ccc(F)cc2)CC1)c1ccc(F)cc1	-5	-1
O=C(NCC(O)c1nc2ccccc2[nH]1)c1cc2ccccc2[nH]1 (stereo not given)	-5	6
COc1cc(CNc2ncnc3c2ncn3[C@H]2CN(Cc3cccc(C(F)(F)F)c3)C[C@@H](COC(C)=O)O2)cc(OC)c1OC	12	4
Cc1cc(C)nc(Nc2nc(C(N)Cc3ccc(Cl)cc3)cs2)n1 (stereo not given)	-14	0
CC1(C(=O)NCc2ccccc2)CCC(=O)N1C1CCN(Cc2ccccc2)CC1 (stereo not given)	10	3
COC(=O)c1ccc(COC(=O)C2CCN(S(=O)(=O)c3c(C)cc(C)cc3C)CC2)o1	0	4
Cc1ccc(S(=O)(=O)N2[C@H](C(C)C)[C@H]3[C@H]4C(=O)N(c5ccccc5)C(=O)[C@H]4CC(=O)[C@H]3[C@@H]2c2ccccc2)cc1	-4	-2
CNc1cncc(-c2ccc(OC)cc2OC)n1	5	-6
Cc1ccc([C@H]2C[C@@H](n3cc(C4CC4)nn3)[C@H](O)CN2C(=O)C2CCCCC2)cc1	3	-6
COc1ccc(Cc2c(C3CCCCC3)nc3cc(C)c(Br)c(C)n23)c(C)c1	1	-6
CCOC(=O)C1=CCN(S(=O)(=O)c2ccccc2C)C1c1ccc(Br)cc1 (stereo not given)	9	29
CCOc1ccccc1NC(=O)c1ccc2c(O)c(S(=O)(=O)c3ccccc3)c(=O)[nH]c2c1	-5	1
C[C@H](CO)N1C[C@H](C)[C@@H](CN(C)CC2CCOCC2)Oc2ncc(Br)cc2C1=O	6	-6
Cc1ccc(C(O)c2ncc(-c3ccccc3)[nH]2)c(C)c1 (stereo not given)	4	-3
CCCCn1nc(C(=O)N(C)Cc2nc3ccccc3c(=O)[nH]2)c2ccccc2c1=O	2	-6
Cn1c(=O)c2cc(NC(=O)Cc3cccnc3)ccc2n1-c1ccc2ccccc2c1	5	5

Of the compounds above, 10 have an aryl methoxy group:
SMILES	CXCR6 inh	EBI2 block
COc1ccc(C(NC(=O)C2CCN(CCOc3ccc(Cl)cc3Cl)CC2)c2cccs2)cc1 (stereo not given)	-6	3
COc1cccc(CN2CCC2(C)C(=O)Nc2cccc(NS(C)(=O)=O)c2)c1OC (stereo not given)	3	3
COc1cccc(NC(=O)N(C)C[C@@H]2OCc3cnnn3CCCC(=O)N([C@@H](C)CO)C[C@H]2C)c1	3	-9
COc1cccc(CNc2nc(NCc3ccccc3)nc3ccsc23)c1	1	-25
COc1ccc(CN2C(=O)COc3ccccc3C2c2nc3ccccc3[nH]2)cc1 (stereo not given)	1	-2
CCc1nc2c(OCc3ccc(C(=O)N(C)C)cc3)cccn2c1N(C)C(=O)Nc1ccccc1OC	-2	2
COc1ccc(NC(=O)N(C)C[C@H]2OCCCC[C@H](C)Oc3ccc(NS(=O)(=O)c4cn(C)cn4)cc3C(=O)N([C@H](C)CO)C[C@@H]2C)cc1	17	-7
COc1cc(CNc2ncnc3c2ncn3[C@H]2CN(Cc3cccc(C(F)(F)F)c3)C[C@@H](COC(C)=O)O2)cc(OC)c1OC	12	4
CNc1cncc(-c2ccc(OC)cc2OC)n1	5	-6
COc1ccc(Cc2c(C3CCCCC3)nc3cc(C)c(Br)c(C)n23)c(C)c1	1	-6

More compounds.
SMILES	CXCR6 inh	EBI2 block
CCn1cc(/C=C(\NC(=O)c2ccccc2)C(=O)NCCN2CCOCC2)c2ccccc21	2	-1
CCc1ccccc1NC(=O)CSc1nc2cc(C(=O)NCC3CCCO3)ccc2c(=O)n1CC1CCCO1 (stereo not given)	0	1
COc1ccc(NC(=O)c2cc3ccccc3oc2=O)cc1	6	8
O=C(O)C1C=CCC(C(=O)O)C1 (stereo not given)	-4	-2
COc1cc(/C=C/C(=O)OCC(=O)c2ccc[nH]2)ccc1O	-1	-10
C[C@@H]1CN([C@H](C)CO)C(=O)CCCn2cc(nn2)CO[C@H]1CN(C)C(=O)Nc1ccccc1C(F)(F)F	-7	-11
CCc1nc2c(OCCn3cccc3)cccn2c1N(C)C(=O)c1ccc(OC)cc1	3	-9
COc1cccc(C(O)c2nc(/C=C/c3ccc(C(F)(F)F)cc3)cs2)c1 (stereo not given)	-9	-12
CC[C@H](C)[C@@H](CO)NC(=O)[C@H]1O[C@@H](n2ccc(=O)[nH]c2=O)[C@H](O)[C@@H]1O	-6	-5
COc1cccc(NC(=O)C(=O)NCC2CCCN2S(=O)(=O)c2cccs2)c1 (stereo not given)	6	-6
CCCCNC(=O)C1(C)CCCCN1Cc1ccc(-c2ccccc2)cc1 (stereo not given)	21	20
Nc1nnc2cc(Br)ccc2n1	-9	-5
CCc1nc2c(OCc3ccc(F)c(F)c3)cccn2c1N(C)C(=O)C1CC1	-4	0
CC(C)(C)OC(=O)N1CCC(NC(=O)c2[nH]cnc2C(=O)Nc2ccc(Br)cc2F)CC1	3	-14
Cc1nc(C(F)(F)F)ccc1C(=O)N1CCC1(C)C(=O)NS(C)(=O)=O (stereo not given)	-2	-25
Cc1ccsc1CN(C)c1ncnc2ccc(-c3ccoc3)cc12	1	22
CCOc1ccc(NS(=O)(=O)c2cccs2)cc1S(=O)(=O)N1CCCC1	2	-1
O=C(O)c1cccc(N2C(=O)C=CC2=O)c1	-2	-5
O=C(Nc1ccc2c(c1)OCCO2)C(CCc1ccccc1)N1CCC(Cc2ccccc2)CC1 (stereo not given)	15	14
CC1CCCC(C)N1C(=O)COC(=O)c1ccccc1C(=O)c1ccccc1 (stereo not given)	-2	-17
C[C@@H]1CN([C@H](C)CO)C(=O)CCCn2nncc2CO[C@H]1CN(C)C	2	-16
CC(C)N1CCC1(C)C(=O)Nc1cccc2ccccc12 (stereo not given)	-6	-11
CCS(=O)(=O)N1Cc2cc(C(=O)N(C)C)nc(-c3cccc(-c4ccc(F)cc4)c3)c2[C@H]1CCO	-13	-5
COc1ccc(CN2C(=O)C(CC(=O)NC(c3ccccc3)c3ccccc3)CC(C(=O)N(C)C)=C2C)cc1 (stereo not given)	6	2
CCOC(=O)c1c[nH]n2c(=S)ncnc12	7	8
Continued:
SMILES	CXCR6 inh	EBI2 block
CCCCNc1c(-c2cccnc2)nc2nc(C)cc(C)n12	2	9
CCCCCC(=O)N1C[C@@H](O)[C@H](n2cc(COC(=O)c3ccccc3)nn2)C[C@@H]1c1ccc(Cl)cc1	-8	13
O=C(NCCO)OC1CC2CC1[C@H]1CCCCN1C2=O (stereo not given in full)	2	-6
Nc1ccn([C@@H]2O[C@H](C(=O)Nc3ccc(C(=O)N4CCCCC4)cc3)[C@@H](O)[C@H]2O)c(=O)n1	-2	-4
CC(=O)Nc1ccc(-c2ccnc3c2CC(C(=O)NC(C)C)O3)cc1 (stereo not given)	6	-5
O=C(Nc1ccc2c(c1)OCCO2)C(C1CC1)N1CCN(c2ccc(F)cc2)CC1 (stereo not given)	1	-2
CCCCN(C)c1c(C)nc2ccc(C(=O)NCc3ccc(OC)cc3)cn12	1	-10
O=C(O)C1CC(Br)C(Br)CC1C(=O)O (stereo not given)	-2	-18
CC(=O)Nc1ccc2nc(NC(=O)CS(=O)(=O)c3ccc(F)cc3)sc2c1	4	-4
COCCNC(=O)C1(C)CCCN(Cc2csc3ccccc23)C1 (stereo not given)	-3	3
COc1ccccc1C(O)c1ncc(-c2ccccc2C)[nH]1 (stereo not given)	5	-3
CC1CCCCC12NC(=O)N(CC(=O)NCc1cccs1)C2=O (stereo not given)	-1	7
COc1ccc(NC(=O)C2CCCN2S(=O)(=O)c2ccc3c(c2)C(C)(C)C(=O)N3C)cc1 (stereo not given)	-3	-1
Cc1ccc2nc(-c3cccc(Br)c3)c(CC3CCCCC3)n2c1	0	0
CCOC(=O)[C@]12CCC=C1N(Cc1cccc3ccccc13)C(=O)[C@H](CC(=O)NCCC(C)C)C2	12	16
COC(=O)c1csc(C2OC(CO)C(O)C2O)n1 (stereo not given)	3	-7
COc1ccc(NC(=O)c2cccc3c(-c4cnn(C)c4)coc23)cc1	1	7
CC(C)C#Cc1cnc2c(c1)C(=O)N([C@H](C)CO)C[C@@H](C)[C@H](CN(C)C(=O)Nc1ccccc1F)O2	2	-3
COC(=O)N(C)C[C@@H]1OCc2cnnn2CCCC(=O)N([C@H](C)CO)C[C@@H]1C	-4	-8
COc1ccc([C@H]2CC(=O)C[C@@H](CCn3cc(-c4nccn4C)nn3)O2)cc1	4	1
COc1ccc(CCNC(=O)c2ccc(F)c(S(=O)(=O)N3CCCCC3)c2)cc1	4	19
COCCN1C(=O)c2ccccc2C1c1nnnn1Cc1ccccc1 (stereo not given)	3	-4
COc1cc(-c2cc(C(=O)O)c3cc4ccccc4cc3n2)cc(OC)c1OC	-5	-13
CC[C@H](C)[C@@H](N)C(=O)NC[C@H]1O[C@@H](n2cnc3c(=O)[nH]c(N)nc32)[C@H](O)[C@@H]1O	-10	-18
CC(OC(=O)c1ccc(NC(=O)CC#N)cc1)C(=O)Nc1ccc(S(=O)(=O)N2CCCC2)cc1 (stereo not given)	8	-11
Cc1ccc(S(=O)(=O)N2C[C@H]3C(=O)C[C@@H](c4ccccc4)N(S(=O)(=O)c4ccc(C)cc4)[C@H]3C[C@H]2c2cccc(C)c2)cc1	-2	5
CCCc1nc2c3ccccc3ccn2c1Cc1cccc(F)c1	14	9
CCOC(=O)C1=CCC2C(=O)N(CC)C(=O)C12 (stereo not given)	2	-11
COc1ccc(-c2c(C(=O)c3ccc(Br)cc3)[nH]c(N)c2C(=O)c2ccccc2)cc1OC	12	-2
Cc1noc(C)c1S(=O)(=O)N1CCCCC1c1cc(C(=O)Nc2cccc3c2CCCC3)no1 (stereo not given)	9	8

Compound activity (PubChem BioAssay)
